Tn7 DDE FP: disrupts Tn7 cyclic peptide binding to fibrin D-Dimer-E complex. FP displacement of FITC-Tn7 peptide from fibrin DD(E); 0% = median of compound wells per plate. P02675. hit rate 0.13% among 370,000. AID 720508. inhibition, % at 8.3 µM;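 active = inhibition above the mean of compounds falling within the control limits plus 3 SD of them, cut at about 14% in these data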;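 note: 0% = plate median of compound wells and 100% = 10 µM Aha-Tn7 peptide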
Target sequence (P02675 whole entry, looked up): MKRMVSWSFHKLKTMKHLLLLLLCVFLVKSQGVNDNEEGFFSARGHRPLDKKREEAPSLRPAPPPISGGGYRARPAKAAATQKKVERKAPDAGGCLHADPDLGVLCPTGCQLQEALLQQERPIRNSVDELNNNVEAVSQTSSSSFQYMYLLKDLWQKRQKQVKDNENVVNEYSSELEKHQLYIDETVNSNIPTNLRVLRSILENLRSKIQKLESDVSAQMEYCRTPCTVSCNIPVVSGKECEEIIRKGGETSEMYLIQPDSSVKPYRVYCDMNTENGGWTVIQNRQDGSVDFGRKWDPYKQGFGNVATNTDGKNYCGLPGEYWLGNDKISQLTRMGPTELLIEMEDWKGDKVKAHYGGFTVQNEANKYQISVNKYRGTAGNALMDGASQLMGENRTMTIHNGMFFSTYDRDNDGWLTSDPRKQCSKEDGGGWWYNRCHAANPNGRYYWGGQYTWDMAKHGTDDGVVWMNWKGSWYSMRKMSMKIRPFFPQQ
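Test system: human clot-derived fibrin DD(E) complex / Quantity: 2 µM final DD(E) protein / Incubation: 10 min plus 3 h, room temperature / Measured by: fluorescence polarization / Benchmarks: high control of 10 µM Aha-Tn7 peptide / Replicates: singlicate testing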
proKLK7 act: activators of human kallikrein-7 zymogen; purified proKLK7, EDANS-DABCYL substrate fluorescence; 100% is mature enzyme control, 0% vehicle; AID 652039; hit rate 0.9% among 370,000; P49862; activation, % at 7 µM;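 active = activation above the mean of all tested compounds plus 3 SD, computed per campaign excluding outliers beyond control limits, cut at about 13% in these data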
LEDGF integ inh: blocks HIV-1 LEDGF/p75-dependent DNA integration. AID 743269. hit rate 0.64% among 370,000. TR-FRET IN-LEDGF/p75 DNA integration, Eu/Cy5. inhibition, % at 3.7 µM;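 active = inhibition above the screen-wide mean plus 3 SD, cut at about 13% in these data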;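 note: signal is the Cy5 over europium emission ratio at 671 and 618 nm; 0% = plate median of compound wells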
TDP2 absorb: blocks human TDP2 phosphodiesterase activity; O95551; recombinant TDP2, T5PNP hydrolysis, p-nitrophenol absorbance 415 nm; inhibition, % at 12.8 µM; hit rate 0.34% among 370,000;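 active = inhibition above the mean of all tested compounds plus 3 SD, set per campaign, cut at about 25% in these data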;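 note: 0% = DMSO with enzyme and 100% = buffer with substrate but no TDP2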
Target sequence (O95551 whole entry, looked up): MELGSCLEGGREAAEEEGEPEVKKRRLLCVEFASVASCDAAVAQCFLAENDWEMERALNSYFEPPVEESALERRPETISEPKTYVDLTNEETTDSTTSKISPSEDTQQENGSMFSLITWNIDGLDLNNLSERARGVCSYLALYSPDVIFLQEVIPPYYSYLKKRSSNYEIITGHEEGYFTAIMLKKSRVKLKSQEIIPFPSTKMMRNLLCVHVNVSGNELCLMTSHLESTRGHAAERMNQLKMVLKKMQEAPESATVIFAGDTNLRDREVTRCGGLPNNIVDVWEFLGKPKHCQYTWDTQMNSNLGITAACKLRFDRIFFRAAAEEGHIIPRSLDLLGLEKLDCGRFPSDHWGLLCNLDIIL
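System: recombinant human TDP2 / Amount: 120 nM TDP2 per well / Also added: 5 mM T5PNP chromogenic substrate / Doses: 12.8 µM single point, 1% DMSO / Incubation: 2 h at 37 °C / Detection: p-Nitrophenol epi absorbance / Evaluation: % inhibition relative to enzyme-containing and enzyme-free wells / Repeats: singlicate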
UHRF1 binding: UHRF1 methyl-DNA binding inhibition; UHRF1 binding to methylated oligo, TR-FRET; Q96T88; hit rate 0.75% among 370,000; inhibition, % at 4.4 µM; AID 687016; in the data active = inhibition above about 21%;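 note: UHRF1 SRA domain binding a hemimethylated CpG hairpin DNA probe; 0% = median of test compound wells and 100% = reference inhibitor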
PRMT1 FP inh: blocks human protein arginine methyltransferase 1. recombinant PRMT1, activity-based probe fluorescence polarization. inhibition, % at 2.79 µM. hit rate 1.3% among 370,000. AID 652257;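 active = inhibition above about 21% made by adding two undisclosed values, limit read from the data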
SIAE inh: inhibitors of human sialic acid acetylesterase SIAE; SIAE FP-Rh probe binding, fluorescence polarization; inhibition, % at 9.66 µM; hit rate 0.69% among 370,000; AID 1053197; Q9HAT2;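 active = inhibition above a cutoff: mean of compounds within the control limits plus 3 SD of those, cut at about 17% in these data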;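 note: 0% = plate median of compound wells and 100% = probe without SIAE protein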
Tn6 DDE FP: inhibitors of Tn6 peptide binding to human fibrin DD(E). P02675. Fibrin DD(E) TRITC-Tn6 fluorescence polarization displacement. inhibition, % at 8.3 µM. hit rate 0.21% among 370,000. AID 720509;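 active = inhibition above a per-campaign cutoff: mean of compounds within control limits plus 3 SD, cut at about 15% in these data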;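 note: 0% = median of all compound wells on the plate and 100% = blocking peptide control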
TCR CD3 inh: blocks the human TCR-CD3 interaction. inhibition, % at 9.4 µM. TAMRA-labeled TCR probe fluorescence, biochemical. hit rate 0.37% among 360,000; in the data active = inhibition above about 19%;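 note: recombinant mutant TCR 2C K166C tagged with TAMRA read by polarization; 0% = receptor in buffer alone and 100% = receptor with positive control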
MBD2 DNA inh: blocks human MBD2 binding to methylated DNA; inhibition, % at 4.4 µM; Q9UBB5; hit rate 0.31% among 370,000; TR-FRET, MBD2 binding to methylated oligonucleotide; in the data active = inhibition above about 13%
Active calls of the source: *; x = no result given.

SMILES	Tn7 DDE FP	proKLK7 act	LEDGF integ inh	TDP2 absorb	UHRF1 binding	PRMT1 FP inh	SIAE inh	Tn6 DDE FP	TCR CD3 inh	MBD2 DNA inh
COc1c(C)cc(C(=O)C2CCCN(Cc3c(C)n(C)n(-c4ccccc4)c3=O)C2)cc1C (configuration not stated)	-1	-1.0	-1	4	-2	-1	1	-1	1	-5
C/C(N)=C(/C#N)C(=O)CSc1nnnn1-c1ccc(C)cc1	1	-1.1	4	2	-3	2	-3	0	3	-5
Cn1c(CCCCCN)nc2ccccc21	-1	0.3	5	-8	2	0	5	-6	-6	1
O=C(CSCc1ccc(F)cc1)NCc1cccs1	0	0.5	12	-1	0	4	4	-12	4	0
Fc1cccc(Cl)c1Cn1nnc(-c2ccc3c(c2)OCO3)n1	4	0.1	2	6	-1	-2	-4	-1	2	-1
C=CCNc1sc(C(=O)c2ccc(C)cc2)c(N)c1C#N	5	186*	-3	-2	0	2	2	-2	-4	-4
Cc1ccc(OCc2nnc(SCC(=O)Nc3sc(C)c(C)c3C#N)n2C)cc1	8	-1.0	-2	9	0	1	-1	9	3	-5
CC(=O)N1CCN(C(=O)/C(C#N)=C/c2ccc3c(c2)OCO3)CC1	-6	0.7	-1	8	1	3	2	1	-1	3
COc1cccc(C(C)(O)c2nc(-c3ccc(Cl)cc3)cs2)c1 (configuration not stated)	-2	0.7	-4	0	1	0	-6	3	-3	3
COc1ccc(N(C)S(=O)(=O)c2cccc(C(=O)OC(C)C(=O)NC3CCCCC3C)c2)cc1 (configuration not stated)	0	0.5	5	-11	6	6	-7	2	-11	3
COc1cc(OC)c(NC(=O)CCCNC(=O)Cn2cnc3sc(C)c(C)c3c2=O)cc1Cl	7	-0.6	1	-15	-2	0	3	13	1	-5
CCOC(=O)C1CCCN(C(=O)c2cc3c(=O)n(C)c4ccccc4c3n2C)C1 (configuration not stated)	5	-0.4	-1	41*	-3	4	0	7	6	-6
O=C(Nc1nccs1)C1CC(=O)N(c2ccccc2)C1 (configuration not stated)	5	-0.3	-5	-6	1	4	8	-4	-10	0
Cc1ccc(-c2cc(C(F)F)nc(S(C)(=O)=O)n2)cc1	-4	2.0	1	0	1	4	-3	3	-3	5
COCCSc1ccccc1C(=O)N1CCc2ccccc21	-1	-0.2	-4	-10	2	14	4	4	-6	0
Fc1ccc(C2CC(c3ccco3)n3ncnc3N2)cc1 (configuration not stated)	-4	0.3	5	4	-4	-6	6	4	4	0
CC1CN(C(=O)Cn2c(=O)oc3ccccc32)CC(C)O1 (configuration not stated)	-1	-0.6	-2	2	1	-3	4	4	1	-1
CN(C)c1cccc(/C=C2\CC3(OC(=O)C4CCCC4)CCCN2C3)c1 (configuration not stated)	2	-0.6	-2	0	1	2	-2	0	x	4
O=C1OC(C(=O)O)Cc2ccccc21 (configuration not stated)	-2	0.0	-1	7	1	2	3	-1	-7	1
O=C(CN1C(=O)CC(c2ccco2)Sc2ccccc21)Nc1ccccc1F (configuration not stated)	4	-0.2	9	1	-1	58*	7	3	-3	5
CC(C)(C)OC(=O)C[C@@H]1C/C=C\C[C@H](CC(=O)N[C@H](CO)Cc2ccccc2)C(=O)N[C@H](C(C)(C)C)COC1=O	6	-0.1	-6	0	1	-1	5	1	-1	2
Cc1ccc(NC(=O)COc2cccc3ccc(C)nc23)c(Br)c1	-12	0.4	3	-17	3	-2	-7	-3	7	5
c1ccc(OCCSc2ncnc3nc[nH]c23)cc1	3	-0.4	4	-8	2	1	6	1	1	-6
COc1ccc(CN2CCNC(=O)C2CC(=O)NCc2csc(C)n2)c(F)c1 (configuration not stated)	-2	-0.1	0	5	-2	1	-2	-4	11	-2
CC1C=CC(C)C(C(=O)c2ccccc2)C1C(=O)c1ccccc1 (configuration not stated)	-1	-0.3	0	-13	4	5	-5	-7	-4	5
C=CCC[C@H](Cc1ccc(F)cc1)C(=O)OC[C@H](Cc1c[nH]c2ccccc12)NC(=O)[C@H](CC=C)CC(=O)N[C@H](CO)Cc1ccccc1	7	0.1	-4	-4	0	4	-5	3	2	-7
Cc1c(N=Cc2cc(Br)cc(Br)c2O)cccc1C(=O)O	-6	-0.6	2	1	0	2	-3	-1	2	-2
CC(=O)Nc1cccc(NS(=O)(=O)c2c(C)noc2C)c1	2	-0.1	-5	0	-3	3	-2	-3	-7	0
CC(C)(C)NC(=O)COC(=O)CNC(=O)c1cc(Cl)cc([N+](=O)[O-])c1	-1	-0.1	-4	1	2	2	-4	2	-5	3
COC(=O)Cc1c(OC)ccn(CCc2c[nH]c3ccccc23)c1=O	-4	-0.1	3	4	2	-1	-3	1	-1	-3
COc1ccc(N(C(=O)c2cnccn2)C(C(=O)NC2CCCCC2)c2ccc(Cl)cc2)cc1 (configuration not stated)	-11	0.3	-2	-1	-1	1	1	-4	7	-4
COC(=O)C1=C(N)OC2=C(C(=O)CCC2)C1c1ccccc1OC (configuration not stated)	5	0.6	-3	-2	5	10	-6	-4	2	8
Cc1cc(C)cc(NC(=S)N2CCC(NC(=O)c3ccco3)CC2)c1	1	-0.1	0	3	1	-1	0	-1	5	-3
COc1ccc(CCOC(=O)c2ccc(NC(=O)CC#N)cc2)cc1	8	-0.4	3	14	-1	-4	-23	7	15	-3
COc1ccccc1NC(=O)c1oc2ccccc2c1NC(=O)C1CC1	-5	0.3	1	-17	-1	-4	-18	3	6	2
NC(=O)CSc1nnnn1-c1ccc(OC(F)(F)F)cc1	-2	-0.5	4	4	1	0	-2	7	-1	-6

Another view of some results above.
Second line of a record – Tn7 DDE FP | proKLK7 act | LEDGF integ inh | TDP2 absorb | UHRF1 binding | PRMT1 FP inh | SIAE inh | Tn6 DDE FP | TCR CD3 inh | MBD2 DNA inh
CC(C)(C)OC(=O)C[C@@H]1C/C=C\C[C@H](CC(=O)N[C@H](CO)Cc2ccccc2)C(=O)N[C@H](C(C)(C)C)COC1=O
 : 6 | -0.1 | -6 | 0 | 1 | -1 | 5 | 1 | -1 | 2
Cc1ccc(NC(=O)COc2cccc3ccc(C)nc23)c(Br)c1
 : -12 | 0.4 | 3 | -17 | 3 | -2 | -7 | -3 | 7 | 5
c1ccc(OCCSc2ncnc3nc[nH]c23)cc1
 : 3 | -0.4 | 4 | -8 | 2 | 1 | 6 | 1 | 1 | -6
COc1ccc(CN2CCNC(=O)C2CC(=O)NCc2csc(C)n2)c(F)c1 (configuration not stated)
 : -2 | -0.1 | 0 | 5 | -2 | 1 | -2 | -4 | 11 | -2
CC1C=CC(C)C(C(=O)c2ccccc2)C1C(=O)c1ccccc1 (configuration not stated)
 : -1 | -0.3 | 0 | -13 | 4 | 5 | -5 | -7 | -4 | 5
C=CCC[C@H](Cc1ccc(F)cc1)C(=O)OC[C@H](Cc1c[nH]c2ccccc12)NC(=O)[C@H](CC=C)CC(=O)N[C@H](CO)Cc1ccccc1
 : 7 | 0.1 | -4 | -4 | 0 | 4 | -5 | 3 | 2 | -7
Cc1c(N=Cc2cc(Br)cc(Br)c2O)cccc1C(=O)O
 : -6 | -0.6 | 2 | 1 | 0 | 2 | -3 | -1 | 2 | -2
CC(=O)Nc1cccc(NS(=O)(=O)c2c(C)noc2C)c1
 : 2 | -0.1 | -5 | 0 | -3 | 3 | -2 | -3 | -7 | 0
CC(C)(C)NC(=O)COC(=O)CNC(=O)c1cc(Cl)cc([N+](=O)[O-])c1
 : -1 | -0.1 | -4 | 1 | 2 | 2 | -4 | 2 | -5 | 3
COC(=O)Cc1c(OC)ccn(CCc2c[nH]c3ccccc23)c1=O
 : -4 | -0.1 | 3 | 4 | 2 | -1 | -3 | 1 | -1 | -3
COc1ccc(N(C(=O)c2cnccn2)C(C(=O)NC2CCCCC2)c2ccc(Cl)cc2)cc1 (configuration not stated)
 : -11 | 0.3 | -2 | -1 | -1 | 1 | 1 | -4 | 7 | -4
COC(=O)C1=C(N)OC2=C(C(=O)CCC2)C1c1ccccc1OC (configuration not stated)
 : 5 | 0.6 | -3 | -2 | 5 | 10 | -6 | -4 | 2 | 8
Cc1cc(C)cc(NC(=S)N2CCC(NC(=O)c3ccco3)CC2)c1
 : 1 | -0.1 | 0 | 3 | 1 | -1 | 0 | -1 | 5 | -3
COc1ccc(CCOC(=O)c2ccc(NC(=O)CC#N)cc2)cc1
 : 8 | -0.4 | 3 | 14 | -1 | -4 | -23 | 7 | 15 | -3
COc1ccccc1NC(=O)c1oc2ccccc2c1NC(=O)C1CC1
 : -5 | 0.3 | 1 | -17 | -1 | -4 | -18 | 3 | 6 | 2

More results.
SMILES	Tn7 DDE FP	proKLK7 act	LEDGF integ inh	TDP2 absorb	UHRF1 binding	PRMT1 FP inh	SIAE inh	Tn6 DDE FP	TCR CD3 inh	MBD2 DNA inh
COCCNC(=S)N(CCCN(C)C)Cc1cc2cc3c(cc2[nH]c1=O)OCCO3	2	2.8	-2	2	-1	0	1	-5	10	2
COc1cccc(-c2csc(Nc3ccc(Oc4ccccc4)cc3)n2)c1	-2	-1.1	3	-2	0	3	10	-3	7	-1
O=C(Nc1ccc2nc(-c3cccnc3)[nH]c2c1)C1CCCCC1	-5	0.9	-2	4	-2	-5	3	1	-4	1
C=CCn1c(COc2ccc(OC)cc2)nnc1SCn1nnc2ccccc2c1=O	7	0.7	-2	3	-1	-4	1	2	4	-2
Cc1cc(C)cc(CC2CC(=O)N(c3ccc([N+](=O)[O-])cc3)C2=O)c1 (configuration not stated)	-2	-0.3	3	-12	4	1	4	0	-1	1
COc1ccccc1CNC(=O)Cn1cccc1C(=O)c1ccccc1C	0	0.2	-3	-12	3	-6	3	6	4	-2
COc1ccc(CN=C2NC(=O)CC(C(=O)Nc3ccc(F)cc3)S2)cc1 (configuration not stated)	0	-0.4	-1	-2	-2	0	-4	-2	0	-5
Cn1c(-c2ccc3c(c2)OCO3)cnc1NCc1ccccc1Cl	1	-0.4	-2	-1	48*	2	12	-1	-4	-7

Exported as labelled records: two of the compounds above.
COc1ccccc1CNC(=O)Cn1cccc1C(=O)c1ccccc1C
  Tn7 DDE FP: 0; proKLK7 act: 0.2; LEDGF integ inh: -3; TDP2 absorb: -12; UHRF1 binding: 3; PRMT1 FP inh: -6; SIAE inh: 3; Tn6 DDE FP: 6; TCR CD3 inh: 4; MBD2 DNA inh: -2

COc1ccc(CN=C2NC(=O)CC(C(=O)Nc3ccc(F)cc3)S2)cc1 (configuration not stated)
  Tn7 DDE FP: 0; proKLK7 act: -0.4; LEDGF integ inh: -1; TDP2 absorb: -2; UHRF1 binding: -2; PRMT1 FP inh: 0; SIAE inh: -4; Tn6 DDE FP: -2; TCR CD3 inh: 0; MBD2 DNA inh: -5
